# Assay outcomes (PubChem BioAssay)
# PKM2 activator: PKM2 (human) enzyme activation; P14618; purified PKM2, Kinase-Glo ATP luminescence, activation; response scale: 0% is enzyme alone, no compound; Potency, µM (doses to about 57.5 µM), without a hit: at the top dose activation, actives largely listed as activators; 260,000 compounds, 0.34% hits; also: potency is read from the fitted curve at half-maximal effect; % is scaled to controls: 0 for no effect and ±100 for the full control effect; nearly all actives have a fitted effect of over 55% in size
# Target sequence (P14618 whole entry, looked up): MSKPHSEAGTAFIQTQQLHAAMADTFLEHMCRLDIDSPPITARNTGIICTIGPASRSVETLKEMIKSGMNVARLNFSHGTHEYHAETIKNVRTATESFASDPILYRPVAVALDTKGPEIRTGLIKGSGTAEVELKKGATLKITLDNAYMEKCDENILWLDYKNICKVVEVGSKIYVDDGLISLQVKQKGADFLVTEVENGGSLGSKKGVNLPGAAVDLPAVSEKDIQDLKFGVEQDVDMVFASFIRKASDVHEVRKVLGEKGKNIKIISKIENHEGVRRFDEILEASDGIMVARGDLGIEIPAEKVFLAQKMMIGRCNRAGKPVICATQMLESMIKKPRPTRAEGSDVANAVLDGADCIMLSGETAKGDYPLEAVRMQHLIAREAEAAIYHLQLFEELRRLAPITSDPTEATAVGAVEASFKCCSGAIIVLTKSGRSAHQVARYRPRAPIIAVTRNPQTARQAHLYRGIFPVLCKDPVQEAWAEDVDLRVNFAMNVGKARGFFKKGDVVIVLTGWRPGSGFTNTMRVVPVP
#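 Purified hPK-M2 (>95%) run at intermediate activity with 0.1 mM ADP and 0.5 mM PEP in 50 mM imidazole pH 7.2, KCl, MgCl2; 1 h room temperature. ATP formed read by Kinase-Glo luminescence; normalized to uninhibited and no-enzyme controls.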
# NPC1 prom act: activates the NPC1 promoter. Huh7 NPC1 promoter luciferase reporter, 24 h. 320,000 compounds, 2.4% hits. Potency, µM (top dose mostly 9.22 µM), for the others: at the highest dose activation, usual class: activators;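 also: potency is read from the fitted curve at half-maximal effect; % of control where 0% means no effect; nearly all actives have a fitted effect of over 60% in size; reporter is driven by a mutant NPC1 promoter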
#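 In 1536-well qHTS, Huh7 cells harboring an NPC1 promoter–luciferase construct received compound for 24 h; activation was quantified by luminescence following luciferase reagent addition.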
# KCNH2 3.1 inh: inhibitors of human KCNH2 3.1 potassium channel isoform; AID 720553; U2OS KCNH2 3.1, thallium flux FluxOr; stronger effect = lower value; activity change, % (tested at about 1.8 µM); 340,000 compounds, 0.95% hits;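 active = maximum activity change below -70%; inconclusive = maximum activity change from -70% to -50%; inactive = maximum activity change above -50%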;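 also: thallium influx rate constant from kinetic fluorescence after stimulation buffer; % is scaled to controls: 0 for no effect and ±100 for the full control effect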
#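 U2OS cells transduced with KCNH2 3.1 mutant virus (1.77 x 10^8 /mL, 4 h), plated overnight at 37 C, loaded 45 min with FluxOr dye plus Red40 quencher. Thallium flux rate constant from kinetic reads after stimulation buffer, normalised to controls.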
# MBNL1 CUG block: MBNL1-poly(CUG) RNA binding inhibition. TR-FRET MBNL1-His/biotin-(CUG)12 binding, 665/545 ratio. Potency, µM (titrated, usually from 57.5 µM), inactives show top-dose activity change, negative = inhibition, actives largely listed as inhibitors. 280,000 compounds, 0.036% hits. AID 2675; active = well fitted inhibition curve with a large enough effect in the signal ratio, with a control signal flat, not every such curve was filed as active; inconclusive = small, poorly fitted or top-dose-only effect, or effect the other way, or a change in a side signal; inactive = no such curve, though single readings can be large or run the other way; the % refers to the signal ratio; also: potency is read from the fitted curve at half-maximal effect; % is scaled to controls: 0 for no effect and ±100 for the full control effect
# Target sequence (Q9NR56 whole entry, looked up): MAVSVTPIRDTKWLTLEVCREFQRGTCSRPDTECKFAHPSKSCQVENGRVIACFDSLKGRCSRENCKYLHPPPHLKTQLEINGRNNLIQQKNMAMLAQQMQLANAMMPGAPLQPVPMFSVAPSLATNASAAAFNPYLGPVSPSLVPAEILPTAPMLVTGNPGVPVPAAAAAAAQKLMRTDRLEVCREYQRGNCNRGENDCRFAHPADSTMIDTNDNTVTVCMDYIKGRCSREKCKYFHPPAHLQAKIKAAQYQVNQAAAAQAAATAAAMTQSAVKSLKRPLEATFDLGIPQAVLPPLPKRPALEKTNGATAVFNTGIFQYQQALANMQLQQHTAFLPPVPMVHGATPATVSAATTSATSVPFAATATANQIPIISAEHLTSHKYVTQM
#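 Inhibition of protein-RNA binding appears as loss of TR-FRET between terbium anti-His antibody on MBNL1-His and streptavidin-XL665 on biotin-(CUG)12. Activity is normalized to buffer-only and uninhibited-complex controls.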
# RORg inh: inhibitors of mouse ROR gamma transcriptional activity. 310,000 compounds, 5.4% hits. Potency, µM (doses to about 53.6 µM), without a hit: top-dose activity change, negative = inhibition, actives largely listed as inhibitors. Drosophila S2 Gal4-RORgamma UAS-luciferase reporter, 20 h. P51450; also: potency is read from the fitted curve at half-maximal effect; % is scaled to controls: 0 for no effect and ±100 for the full control effect; nearly all actives have a fitted effect of over 60% in size
#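 Luciferase reporter read in Schneider cells carrying Gal4-RORγ (mouse) and UAS-Photinus luciferase; cells given compound 1 h before 700 uM copper sulfate induction, then incubated 20 h at ambient temperature.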
# Mito fusion yeast: mitochondrial division inhibition or fusion activation; AID 485298; S. cerevisiae fusion-defective mutant growth rescue, CellTiterGlo 48 h; Potency, µM (highest dose often 46.1 µM), inactives show at the highest dose growth rescue (activation), usual class: activators; 320,000 compounds, 0.23% hits;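 also: potency is read from the fitted curve at half-maximal effect; % of control where 0% means no effect; nearly all actives have a fitted effect of over 45% in size; temperature-sensitive fusion mutants such as fzo1-1 at 37 °C on non-fermentable ethanol glycerol medium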
#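 Temperature-sensitive fusion-defective S. cerevisiae (e.g. fzo1-1, mgm1-5) were grown with compound in YPEG medium (3% ethanol, 3% glycerol) for 48 hours at 37C. Growth rescue was measured as viability by CellTiterGlo luminescence after 10 minutes at ambient.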
# ELG1 repair inh: blocks ELG1-dependent DNA repair in HEK293T cells; HEK293T ELG1-luciferase reporter, luminescence, 16 h; DNA damage induced by 5-fluorouridine; Potency, µM (highest dose often 46.1 µM), inactives show top-dose activity change, negative = inhibition, most hits filed as inhibitors; 330,000 compounds, 2.3% hits; AID 504467; also: potency is read from the fitted curve at half-maximal effect; % is scaled to controls: 0 for no effect and ±100 for the full control effect; nearly all actives have a fitted effect of over 55% in size
#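 Luminescence from the luciferase reporter, measured 30 min after ONE-Glo reagent at room temperature, was the read-out. Beforehand, 2,000 cells per well were exposed for 16 hr at 37 °C to 5-fluorouridine together with compound or vehicle.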
# Rab9 prom act: Rab9 promoter activation; Huh7 Rab9 promoter-luciferase reporter, luminescence, 24 h; Potency, µM (highest dose often 9.22 µM), inactives show top-dose activation, negative = inhibition, actives largely listed as activators; 320,000 compounds, 2.8% hits; AID 485297; also: potency is read from the fitted curve at half-maximal effect; % of control where 0% means no effect; nearly all actives have a fitted effect of over 60% in size
#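 Cell-based reporter: Huh7 stable for Rab9 promoter-driven luciferase, plated in reduced-serum medium with 10% FBS at 1500 cells/well, compound-treated 24 h at 37 °C, luminescence read after 10 min reagent.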
# FLuc modulator: counter-screen for miR-21 project: firefly luciferase inhibitors or activators. P08659. purified FLuc, Km substrates, luminescence inhibition. Potency, µM (titrated, usually from 57.5 µM), for the others: top-dose activity change, negative = inhibition, actives largely listed as inhibitors. 360,000 compounds, 6.9% hits;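 also: potency is read from the fitted curve at half-maximal effect; plate controls were vehicle for no effect and reference inhibitor for full effect; nearly all actives have a fitted effect of over 55% in size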
#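 Purified P. pyralis luciferase (10nM final) with 10uM D-luciferin and 10uM ATP (Km levels) in 50mM Tris acetate pH 7.5, 10mM Mg acetate, 0.01% Tween-20, 0.05% BSA; qHTS 6-point titration, ~60 µM downward; luminescence read.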
# Menin MLL FP TR: displaces Texas Red mutant MLL peptide from human menin | O00255 | Menin + Texas Red MLL mutant peptide, fluorescence polarization | Potency, µM (doses to about 61.6 µM), for the others: at the highest dose FP activity change, negative = inhibition, actives largely listed as inhibitors | 270,000 compounds, 0.23% hits | AID 1768; active = well fitted inhibition curve with a large enough effect in the polarisation, with a control signal flat, not every such curve was filed as active; inconclusive = small, poorly fitted or top-dose-only effect, or effect the other way, or a change in a side signal; inactive = no such curve, though single readings can be large or run the other way; the % refers to the polarisation; also: potency is read from the fitted curve at half-maximal effect; % of control where 0% means no effect; many of its hits are not listed in these tables
# VP16 counter: Gal4-VP16 reporter inhibition counter-screen; Potency, µM (series often up to 53.6 µM), without a hit: top-dose activity, negative = inhibition, hits mostly inhibitors; Drosophila S2 Gal4-VP16 UAS-luciferase, luminescence, 20 h; 310,000 compounds, 3.5% hits;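 also: Gal4-VP16 expression switched on by copper sulfate through the metallothionein promoter; potency is read from the fitted curve at half-maximal effect; % is scaled to controls: 0 for no effect and ±100 for the full control effect; nearly all actives have a fitted effect of over 50% in size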
# An asterisk follows results filed as active; u = inconclusive; x = not tested or not shown; [ ] = another dose, or the depositor's remark. Unless noted, calls follow the shape of the dose curve; as a rule, active = well fitted curve in the direction sought with a large enough effect; inconclusive = small, poorly fitted or top-dose-only effect, or another doubt; inactive = no such curve, though single readings can be large; an effect the other way counts as inactive or inconclusive. Not all compounds are listed; count on the stated rates, not on these rows.
# The opening 2 entries as a preview:
canonical_smiles,ELG1 repair inh,Menin MLL FP TR,VP16 counter,Rab9 prom act,FLuc modulator,Mito fusion yeast,KCNH2 3.1 inh,NPC1 prom act,RORg inh,PKM2 activator,MBNL1 CUG block
CCNC(=S)N(Cc1ccccc1)Cc1nc2ccccc2c(=O)[nH]1,-9%,u,7.1µM*,-5%,-1%,-3%,-5,-10%,6.3µM*,1%,x
CC(C)Sc1nc(N2CCCC2)c2c(c1C#N)CC(C)(C)OC2,-29%,-15%,30%,-3%,-1%,20%,0,-5%,-16%,-4%,0%

# All compounds of this part, from the first entry:
canonical_smiles,ELG1 repair inh,Menin MLL FP TR,VP16 counter,Rab9 prom act,FLuc modulator,Mito fusion yeast,KCNH2 3.1 inh,NPC1 prom act,RORg inh,PKM2 activator,MBNL1 CUG block
CCNC(=S)N(Cc1ccccc1)Cc1nc2ccccc2c(=O)[nH]1,-9%,u,7.1µM*,-5%,-1%,-3%,-5,-10%,6.3µM*,1%,x
CC(C)Sc1nc(N2CCCC2)c2c(c1C#N)CC(C)(C)OC2,-29%,-15%,30%,-3%,-1%,20%,0,-5%,-16%,-4%,0%
Nc1ccccc1SC/C=C/CSc1ccccc1N,25%,43%[activator],5%,17%,u,23%,26,10%,36%,x,-8%
O=C(Nc1ccc(Cl)c(Cl)c1)N1CC=CCC1,u,8%,-7%,3.5µM*,12µM*,7%,-14,2.5µM*,7%,-5%,0%
Cc1cc(C)cc(NC(=O)C2CCCN(c3nccc(C)n3)C2)c1 (stereo unspecified),-20%,-22%,x,0%,0%,10%,-48,3%,21%[0.365 µM],-16%,0%
Cc1ccccc1N1CCN(C(=O)c2ccccc2NC(=O)/C=C\C(=O)O)CC1,-7%,28%,1%,0%,1%,-1%,-6,-4%,2%,0%,-3%
Cc1sc2nc(CSCC(=O)Nc3ccc(C(=O)N(C)C)cc3)[nH]c(=O)c2c1C,-3%,x,x,1%,0%,-2%,-1,-6%,x,x,x
Cc1cc(C)cc(NC(=O)NNC(=O)c2cc3occc3[nH]2)c1,u,1%,-6%,-8%,0%,2%,-9,8%,u,x,-4%
CCN(N=Nc1cccc([N+](=O)[O-])c1)c1cccc([N+](=O)[O-])c1,2%,u,8%,-3%,-3%,7%,27,2%,-2%,2%,3%
O=C(O)CCN=Cc1c(O)c2ccccc2oc1=O,-3%,-8%,-17%,-1%,-1%,-2%,1,-2%,-1%,-9%,-3%
S=C(NN=C1CCN(Cc2ccccc2)CC1)NC1CCCCC1,10%,-16%,-2%,3%,-1%,-5%,4,-1%,2.2µM*,0%,1%
Cc1cccc(Oc2ncnc(N)c2[N+](=O)[O-])c1C,-5%,-2%,0%,2%,3%,-3%,8,-1%,-6%,-1%,u
CCOC(=O)C1=C(CSc2nc(-c3ccncc3)ccc2C#N)OC(N)=C(C#N)C1c1ccc(OC)cc1 (stereo unspecified),12%,14%,u,0%,0%,3%,-1,-1%,31%,7%,u
Cc1ccc(C2=CC(C)(c3ccc(C)cc3)Nc3nc(C(F)(F)F)nn32)cc1 (stereo unspecified),u,-16%,u,-3%,2%,u,20,-3%,12%,-2%,-1%
COc1ccc(NC(=O)CSc2[nH]c(=O)cc(C)c2C#N)cc1OC,0%,-5%,-2%,-1%,2%,-4%,-12,2%,-9%,-8%,6%
O=C(NCCc1ccccc1)C(=O)NCC1OCCCN1S(=O)(=O)c1cc(F)ccc1F (stereo unspecified),-25%,x,6%,-1%,3%,0%,6,-3%,31%,1%,-1%
O=C(NCc1ccccc1)c1onc(CSc2ccc(Cl)cc2)c1C(=O)NCC1CC1,6%,x,x,-2%,0%,u,-1,-1%,x,x,x
Cc1nc(SCC#N)c2c3c(sc2n1)CCC3,18%,-1%,6%,-2%,1%,-5%,2,-2%,17%,-2%,4%
S=C1SCN(CCN2CCOCC2)CN1Cc1ccccc1,-1%,7%,-4%,-2%,1%,-2%,-11,-4%,-39%,-2%,9%
CCCc1cc(-n2cnc3ccccc32)n2c(nc3ccccc32)c1C#N,-12%,-14%,13%,-3%,-2%,1%,-9,-1%,-42%,-1%,2%
COc1ccc(C)cc1S(=O)(=O)N1CCN(S(=O)(=O)c2cc(C)ccc2OC)C(C)C1 (stereo unspecified),0%,12%,3%[0.365 µM],-1%,7%,1%,-2,-2%,-10%,9%,-7%
CCCN(CC1CC1)C(=O)COc1ccccc1C(=O)NCc1ccccc1,u,x,-1%,2%,-1%,1%,1,-1%,36%,1%,3%
CC(C)c1ccc(C2NC(C(=O)O)CS2)cc1 (stereo unspecified),0%,2%,-2%,-5%,-13%,-1%,4,-4%,-2%,8%,0%
Cc1nc(-c2cccc(NS(=O)(=O)c3ccccc3)c2)cs1,25%,x,-5%,12%,-19%,7%,-12,6%,42%,-3%,-1%
Cc1onc(-c2ccccc2Cl)c1C(=O)NCc1ccccn1,-3%,15%,-6%,2%,2%,-11%,0,-2%,7%,-3%,8%
N=C1SCC(=O)N1c1ncc(Cc2cccc(Cl)c2)s1,u,u,0.89µM*,-1%,u,23%,-4,-2%,0.35µM*,-5%,17%
CCNC(=S)SCCOc1ccc(C)cc1,3%,-13%,u,-1%,u,-4%,9,-5%,u,12%,x
O=C(NCCCNc1ccc([N+](=O)[O-])cc1Cl)c1ccccc1F,7%,u,-16%,-3%,u,-7%,10,-2%,43%,6%,u
O=c1c2ccccc2ncn1Cc1ccccc1,11%,x,-12%,-3%,-1%,1%,-7,0%,15%,0%,x
CC1CCN(S(=O)(=O)c2ccc3c(ccn3CC(=O)O)c2)CC1,-2%,17%,0%,-7%,2%,-4%,34,-3%,0%,-10%,-3%
COc1ccc(OC)c(NC(=O)COC(=O)c2c(C)noc2C)c1,-1%,x,x,-5%,1%,4%,3,-2%,x,x,x
CCOC(=O)c1ccc(N2CCN(C(=O)c3ccccc3)CC2)c(NC(=O)c2ccco2)c1,u,u,-2%,-2%,-4%,17%,-6,0%,u,-3%,-6%
Cc1ccc2oc(C(=O)NCCCN3CCOCC3)c(C)c2c1,u,-7%,1%,4µM*,13µM*,4%,3,3.2µM*,2%,-2%,-1%
CCOc1ccc(-n2ccc(=O)c(C(=O)Nc3ccc(S(=O)(=O)Nc4nccs4)cc3)n2)cc1,10%,u,-11%,0%,-3%,-2%,-17,-5%,u,x,u
Cn1nccc1NS(=O)(=O)c1ccc(NC(=O)C(F)(F)F)cc1,3%,x,3%,1%,2%,-1%,-1,-3%,0%,2%,-4%
CCOC(=O)C1CCN(C(=O)c2cc(COc3ccc(F)cc3F)on2)CC1,u,x,19%,2.8µM*,13µM*,1%,-2,2.8µM*,15%,0%,3%
O=C(c1ccc(N2CCCC2=O)cc1)N1CCN(c2ccccc2O)CC1,18µM*,x,x,-4%,x,-3%,-12,-2%,x,x,x
Cc1ccc(-c2nc3ncccc3o2)cc1NC(=O)c1cccs1,-5%,-1%,0%,3%,-6%,-2%,24,-2%,-18%,2%,-11%
COC(=O)c1ccccc1OC(=O)c1cc2ccccc2oc1=O,9%,-25%,-1%,15%,-13%,1%,0,1%,0%,x,u
CCC(C(=O)OCC(=O)Nc1ccc(C(=O)Nc2ccc(OC)cc2)cc1)c1ccccc1 (stereo unspecified),13%,10%,u,24%,-16%,-8%,-1,21%,u,5%,-4%

# Quoted at random: 2 entries already listed.
canonical_smiles,ELG1 repair inh,Menin MLL FP TR,VP16 counter,Rab9 prom act,FLuc modulator,Mito fusion yeast,KCNH2 3.1 inh,NPC1 prom act,RORg inh,PKM2 activator,MBNL1 CUG block
Cn1nccc1NS(=O)(=O)c1ccc(NC(=O)C(F)(F)F)cc1,3%,x,3%,1%,2%,-1%,-1,-3%,0%,2%,-4%
CCOC(=O)C1CCN(C(=O)c2cc(COc3ccc(F)cc3F)on2)CC1,u,x,19%,2.8µM*,13µM*,1%,-2,2.8µM*,15%,0%,3%
